Runt-SMMHC FRET: blocks binding of human RUNX1 Runt domain to CBFb-SMMHC; 220,000 tested, 0.74% active; Cerulean-Runt/Venus-CBFb-SMMHC FRET ratio 530/480, 1 h; inhibition, % at 20 µM; AID 1434; Q01196+Q13951;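 active = mean inhibition across duplicate retests at 20 µM reaching about 50%, limit read from the data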;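 note: 0% = DMSO wells and 100% = wells with excess untagged CBFb-SMMHC; inhibitors lower the FRET ratio by blocking Runt binding to CBFb-SMMHC; some results filed as inactive read as strong as hits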
RBBP9 inhibitor: blocks human serine hydrolase RBBP9 | recombinant RBBP9, FP-Rh probe fluorescence polarization | inhibition, % at 7.94 µM | 220,000 tested, 0.2% active | O75884;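 active = inhibition above the campaign mean of all tested compounds plus 3 SD, cut at about 14% in these data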;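 note: plate controls were DMSO wells with RBBP9 for no effect and wells lacking RBBP9 protein for full effect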
Target sequence (O75884 whole entry, looked up): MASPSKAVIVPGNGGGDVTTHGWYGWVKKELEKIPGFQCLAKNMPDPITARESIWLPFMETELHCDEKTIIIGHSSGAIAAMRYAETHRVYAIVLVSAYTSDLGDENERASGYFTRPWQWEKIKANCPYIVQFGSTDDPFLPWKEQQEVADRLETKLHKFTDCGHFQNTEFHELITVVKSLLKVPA
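Material: RBBP9 protein. Amount: RBBP9 at 2.5 µM in dispensed solution, before mixing. Schedule: 30 min then 45 min, 25 °C. Medium: Tris buffer pH 8.0, NaCl, Pluronic. Measured by: fluorescence polarization. Measure: percent inhibition from mP, scaled between DMSO and no-protein wells. Replication: one well per compound.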
p97 inhibitor: human p97 ATPase inhibition | P55072 | recombinant p97 ATPase, Kinase-Glo ATP luminescence, 3 h | inhibition, % at 8 µM | 220,000 tested, 0.42% active | AID 1481; in the data active = inhibition above about 15%;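 note: 0% = DMSO vehicle and 100% = wells lacking enzyme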
Target sequence (P55072 whole entry, looked up): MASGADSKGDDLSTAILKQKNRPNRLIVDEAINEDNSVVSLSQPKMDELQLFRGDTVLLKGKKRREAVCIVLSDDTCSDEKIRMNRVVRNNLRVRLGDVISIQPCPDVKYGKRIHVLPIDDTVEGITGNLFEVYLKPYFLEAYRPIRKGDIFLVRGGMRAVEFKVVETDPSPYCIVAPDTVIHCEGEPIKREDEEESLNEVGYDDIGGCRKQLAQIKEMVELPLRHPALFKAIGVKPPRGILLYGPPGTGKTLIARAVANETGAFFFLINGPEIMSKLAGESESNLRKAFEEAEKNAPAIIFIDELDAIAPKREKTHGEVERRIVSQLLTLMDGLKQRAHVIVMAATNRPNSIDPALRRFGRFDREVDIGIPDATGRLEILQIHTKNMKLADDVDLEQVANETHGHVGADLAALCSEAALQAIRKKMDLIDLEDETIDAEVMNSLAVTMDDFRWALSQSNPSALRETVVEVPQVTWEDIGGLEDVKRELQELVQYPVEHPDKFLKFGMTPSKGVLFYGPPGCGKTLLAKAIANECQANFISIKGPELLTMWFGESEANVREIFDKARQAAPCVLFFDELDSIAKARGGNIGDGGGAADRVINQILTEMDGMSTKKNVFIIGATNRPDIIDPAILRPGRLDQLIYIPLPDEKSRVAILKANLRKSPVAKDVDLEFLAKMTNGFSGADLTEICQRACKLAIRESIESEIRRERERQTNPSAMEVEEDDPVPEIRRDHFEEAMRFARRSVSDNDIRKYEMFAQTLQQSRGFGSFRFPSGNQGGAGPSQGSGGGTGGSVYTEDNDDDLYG
Hck-Nef inh: human Hck-Nef kinase inhibition; P08631; Recombinant Hck-YEEI plus Nef, Z-Lyte FRET kinase assay; inhibition, % at 20 µM; 220,000 tested, 0.68% active; AID 463187;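 active = Hck-Nef kinase inhibition above about 50%, limit read from the data; inactive = inhibition below that limit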;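 note: 0% = DMSO with Hck plus Nef and 100% = Hck alone without Nef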
NPY-Y1 antag: NPY-Y1 (human) receptor antagonism; P25929; HEK293-CNG Y1 cells, membrane potential fluorescence; NPY at EC95, then isoproterenol; inhibition, % at 3.6 µM; 200,000 tested, 1% active;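 active = inhibition above the campaign mean inhibition of all tested compounds plus 3 SD, cut at about 20% in these data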;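 note: 0% = DMSO wells given NPY plus isoproterenol and 100% = isoproterenol alone without NPY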
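System: HEK293 cells with Y1 receptor plus CNG channel / Probe or stimulus: NPY 25 nM then isoproterenol 1 µM plus Ro 20-1724 25 µM / Compound: one concentration, 3.6 µM, in 0.4% DMSO / Schedule: compound incubation 1 h at room temperature, readout 45 min post-stimulation / Measured by: membrane potential fluorescence / Read-out: % inhibition of NPY effect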
Mdm2 ligase inh: inhibitors of human Mdm2 E3 ubiquitin ligase; cell-based MDM2 ubiquitination luciferase reporter, 2 h; 0 = plate control, 100 = twice control, blank-subtracted; signal enhancement, % at 5 µM; 210,000 tested, 0.11% active; Q00987;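 active = signal enhancement of 30% or more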;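 note: luminescence tracks abundance of the self-degrading MDM2-luciferase fusion protein; higher signal means inhibition of MDM2 E3 ligase activity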
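Material: stable MDM2–luciferase fusion reporter cells / Quantity: 2000 cells/well / Dosing: single 5 µM compound dose, 0.2% final DMSO / Buffer or medium: DMEM / Schedule: 4 h cell settling then 2 h compound exposure, 37 °C / Detection: luminescence with SteadyLite reagent, 15 min at room temperature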
NPY1 pot ag: human NPY-Y1 potentiation or agonism, primary screen | P25929 | NPY-Y1 expressing cells, potentiator/agonist activation | activation, % at 3.6 µM | 220,000 tested, 0.37% active; in the data active = activation above about 33%, passing the limit was not always enough;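 note: cells stimulated with NPY at EC10 then isoproterenol at EC100; 0% = low agonist plus stimulus and 100% = saturating agonist plus stimulus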
Runt-CBFb FRET: inhibitors of human RUNX1 Runt domain binding to CBFb; Q01196+Q13951; Cerulean-Runt/Venus-CBFb FRET ratio 530/480, 1 h; inhibition, % at 20 µM; 220,000 tested, 0.46% active; AID 1496;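 active = inhibition over about 50% at 20 µM in the single-dose screen, limit read from the data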;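 note: 0% = DMSO wells and 100% = excess unlabeled CBFb competitor control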
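Assay system: Cerulean-Runt domain / Medium: Tris 50 mM pH 7.5, KCl, K2SO4, 0.01% BSA / Timing: protein complex preformed 1 h, compound exposure 1 h, room temperature, dark / Measured by: FRET, excitation 422 nm, emission at 530 and 480 nm / Evaluation: loss of energy transfer signal / Control set: 5 µM unlabeled CBFb as full-inhibition high control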
NPY2 pot ag: human NPY-Y2 potentiation or agonism, primary screen; P49146; cells expressing NPY-Y2, potentiator/agonist read-out; activation, % at 3.6 µM; 220,000 tested, 0.45% active; AID 1359; in the data active = activation above about 27%;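 note: cells stimulated with NPY near EC25 plus isoproterenol at EC100; 0% = vehicle plus submaximal agonist and 100% = vehicle plus saturating agonist; some results beyond the cut were filed as inactive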
Numbers without * were called inactive; . = no result given.

Runt-SMMHC FRET | RBBP9 inhibitor | p97 inhibitor | Hck-Nef inh | compound | NPY-Y1 antag | Mdm2 ligase inh | NPY1 pot ag | Runt-CBFb FRET | NPY2 pot ag
1 | -9 | 5 | -7 | Cc1cc(=O)n2c3ccccc3n(CC(O)CN3CCOCC3)c2c1C#N (stereo unspecified) | 1 | -14 | -17 | -1 | 4
-4 | -7 | -1 | 2 | CCOC(=O)C1=C(C(F)(F)F)Nc2ncnn2C1c1cc(OC)c(OC)cc1OC (stereo unspecified) | -3 | 2 | -2 | -1 | 6
-8 | -5 | 3 | 22 | NS(=O)(=O)c1ccc(CNC(=O)c2cc(-c3ccccn3)nc3ccc(Cl)cc23)cc1 | 7 | -6 | -15 | -1 | -5
-1 | -1 | 11 | 11 | Cc1ccc(CNC(=O)c2cccnc2Sc2cccc(Cl)c2)cc1 | . | -14 | -2 | -2 | -3
1 | -10 | 2 | 7 | COC(=O)n1c(=O)oc2ccc(S(=O)(=O)N3CCCCC3)cc21 | . | -5 | 17 | -3 | 11
2 | -2 | -2 | 0 | CC(C)OC(=O)NC(Nc1ccccc1C(=O)O)(C(F)(F)F)C(F)(F)F | . | 1 | 12 | 15 | 6
1 | -7 | -2 | 1 | O=C(O)C1CCCN1C(=O)Oc1ccccc1 (stereo unspecified) | 4 | -11 | 7 | 0 | 7
1 | -2 | -2 | -4 | CCCCNC(=O)C1CCC(CNS(=O)(=O)c2ccc(C)cc2)CC1 (stereo unspecified) | 4 | -19 | -2 | -1 | -15
-6 | -1 | -4 | 1 | O=C(C1CCN(S(=O)(=O)c2ccc3ccccc3c2)CC1)N1CCN(c2ncccn2)CC1 | 2 | -16 | 2 | -4 | 1
-1 | 6 | 4 | 1 | c1ccc2c(c1)CCN2CCN1CCc2ccccc21 | -4 | -16 | 8 | -2 | 6
-13 | 13 | 1 | 15 | O=C(CC1Nc2ccccc2NC1=O)Nc1ccc2c(c1)OCO2 (stereo unspecified) | -2 | -53 | 20 | 1 | -7
-8 | 2 | -5 | . | CCc1nn(CCCN2CCN(c3cccc(Cl)c3)CC2)c(=O)n1CCOc1ccccc1 | 10 | . | -7 | -5 | -20
-7 | -4 | 2 | -11 | O=C(c1nc(-c2ccccc2)n(-c2ccccc2)n1)N1CCN(S(=O)(=O)c2ccccc2)CC1 | -5 | -13 | -4 | 1 | 1
-1 | -7 | -2 | 0 | O=C(/C=C/c1ccccc1)N(c1ccccn1)C1CCCCC1 | -2 | -5 | 18 | 0 | 7
2 | -2 | 10 | 35 | COc1cc(C2Nc3ccc4ncccc4c3C3=C2C(=O)CCC3)cc(OC)c1OC (stereo unspecified) | 0 | 5 | 17 | 0 | 4
-3 | -12 | 7 | 5 | CCOc1ccc(/C=C2\SC(=O)N(CCNC(=O)C3COc4ccccc4O3)C2=O)cc1OC (stereo unspecified) | 4 | -6 | -47 | -2 | -8
-2 | -2 | -5 | 16 | O=C(Nc1ccc(Cl)cn1)c1ccc(Br)c(S(=O)(=O)N2CCCCC2)c1 | 0 | 1 | -1 | 1 | -24
-1 | -12 | -5 | 1 | O=C(NCCN1CCOCC1)c1ccc2c(c1)ncn2C1CCCCC1 | -3 | -2 | 10 | 0 | -12
-1 | -7 | 6 | -6 | C/C=C/C=C/C(=O)OC(C)C(=O)Nc1cc([N+](=O)[O-])ccc1OC (stereo unspecified) | 3 | -7 | -5 | -2 | 0
-4 | -6 | 2 | -1 | O=C(NCc1ccco1)C(NS(=O)(=O)c1cccc2nsnc12)c1ccccc1 (stereo unspecified) | 2 | 1 | -3 | -3 | -12

Record cards, as listed above. Screens in order: Runt-SMMHC FRET | RBBP9 inhibitor | p97 inhibitor | Hck-Nef inh | NPY-Y1 antag | Mdm2 ligase inh | NPY1 pot ag | Runt-CBFb FRET | NPY2 pot ag
CCCCNC(=O)C1CCC(CNS(=O)(=O)c2ccc(C)cc2)CC1 (stereo unspecified) in the list: 1 | -2 | -2 | -4 | 4 | -19 | -2 | -1 | -15
O=C(c1nc(-c2ccccc2)n(-c2ccccc2)n1)N1CCN(S(=O)(=O)c2ccccc2)CC1 in the list: -7 | -4 | 2 | -11 | -5 | -13 | -4 | 1 | 1

(further entries)
Runt-SMMHC FRET | RBBP9 inhibitor | p97 inhibitor | Hck-Nef inh | compound | NPY-Y1 antag | Mdm2 ligase inh | NPY1 pot ag | Runt-CBFb FRET | NPY2 pot ag
-49 | 3 | 1 | 5 | CCCC(=O)NC(c1ccc(OC)c(OC)c1)c1cc(Cl)c2cccnc2c1O (stereo unspecified) | 8 | -4 | 6 | -5 | 13
4 | 4 | 2 | 11 | Cc1ccc(/C=C/C(=O)N2CCc3ccccc3C2)cc1 | 17 | -13 | -11 | 2 | -20
9 | -8 | 4 | 21 | Cc1cc(C)c2c(N)c(C(=O)NN3CC(=O)N(c4cccc(Cl)c4)CC3=O)sc2n1 | . | -2 | -7 | 6 | -6
2 | -7 | -2 | -22 | CCN1CCN(c2ccc(NC(=O)c3ccccc3F)cc2Cl)CC1 | 1 | -91 | -17 | 0 | -8
2 | -7 | 20* | -6 | O=c1[nH]c(=O)n(C2CCCO2)cc1F (stereo unspecified) | -3 | . | 0 | 0 | 2
7 | -4 | 2 | 9 | O=C(N/N=C/c1cccnc1)/C(=C\c1cccs1)NC(=O)c1ccccc1 | -4 | 3 | -9 | 0 | -6
2 | -3 | -1 | -19 | CCCOc1ccccc1C1CC(=O)Nc2cc3c(cc21)OCO3 (stereo unspecified) | 8 | -7 | -20 | -1 | 0
2 | -4 | -3 | 1 | CCOC(=O)N1CCC(n2c(=S)[nH]c3ccccc3c2=O)CC1 | 7 | . | 4 | 0 | 9
4 | 1 | 1 | -2 | N#CC1(C#N)[C@@H](C(=O)C23CC4CC(CC(C4)C2)C3)C12CCOCC2 | 11 | -2 | 13 | -1 | -9
. | -6 | 0 | 0 | Cc1ccc(-n2c(=O)c3c4c(sc3n3c(C)nnc23)COC(C(C)C)C4)cc1 (stereo unspecified) | -4 | . | -2 | . | -5
-2 | -1 | 2 | 0 | O=C(Nc1ccc(F)c(Cl)c1)c1ccc2c(=O)n3c(nc2c1)CCCCC3 | -5 | -11 | -40 | -2 | -17
4 | -9 | 0 | 0 | COC(=O)C1(C(=O)OC)NOC2C(=O)N(c3ccc(Cl)cc3Cl)C(=O)C21 (stereo unspecified) | 2 | -7 | 2 | -2 | -5
-1 | 0 | -5 | 30 | O=C(NCC1CCCO1)C(c1ccccn1)N(Cc1ccccc1Cl)C(=O)CN1C(=O)c2ccccc2S1(=O)=O (stereo unspecified) | -5 | -93 | 10 | -2 | -7
4 | -8 | 4 | 19 | COc1ccc(/C=C(\NC(=O)c2ccccc2)C(=O)NC2CCS(=O)(=O)C2)cc1 (stereo unspecified) | . | 1 | 9 | 1 | -9
0 | -3 | -9 | -1 | COc1ccc(NC(=O)Cc2c(O)c3ccccc3[nH]c2=O)cc1 | 1 | -27 | 10 | 3 | -3
-5 | -7 | 3 | -1 | COc1ccc(Cn2nnnc2C(c2cc3cc(C)cc(C)c3[nH]c2=O)N2CCOCC2)cc1 (stereo unspecified) | -3 | -13 | -12 | 12 | -6
4 | -8 | 0 | 1 | Cc1cccnc1NC(=O)c1ccc([N+](=O)[O-])o1 | 2 | -5 | -3 | 2 | 2
-5 | 1 | 3 | 2 | CCOC(=O)/C(C#N)=N/Nc1c(S(=O)(=O)Cc2ccco2)csc1C(=O)OC | . | -7 | 13 | 5 | -5
-3 | 7 | -5 | 9 | CCN(CC)S(=O)(=O)c1ccc(-c2cc(C(=O)OC)sc2C(F)(F)F)cc1 | . | -6 | -13 | -4 | -4
-50 | -14 | 7 | 6 | CCN(CC)S(=O)(=O)c1ccc(OC)c(NC(=O)c2cc3c(=O)n4ccccc4nc3s2)c1 | -7 | -2 | -12 | -100 | 2

Five compounds out of the list above, sorted by the number in Runt-CBFb FRET, rising.
Runt-SMMHC FRET | RBBP9 inhibitor | p97 inhibitor | Hck-Nef inh | compound | NPY-Y1 antag | Mdm2 ligase inh | NPY1 pot ag | Runt-CBFb FRET | NPY2 pot ag
-50 | -14 | 7 | 6 | CCN(CC)S(=O)(=O)c1ccc(OC)c(NC(=O)c2cc3c(=O)n4ccccc4nc3s2)c1 | -7 | -2 | -12 | -100 | 2
2 | -4 | -3 | 1 | CCOC(=O)N1CCC(n2c(=S)[nH]c3ccccc3c2=O)CC1 | 7 | . | 4 | 0 | 9
4 | -8 | 4 | 19 | COc1ccc(/C=C(\NC(=O)c2ccccc2)C(=O)NC2CCS(=O)(=O)C2)cc1 (stereo unspecified) | . | 1 | 9 | 1 | -9
0 | -3 | -9 | -1 | COc1ccc(NC(=O)Cc2c(O)c3ccccc3[nH]c2=O)cc1 | 1 | -27 | 10 | 3 | -3
9 | -8 | 4 | 21 | Cc1cc(C)c2c(N)c(C(=O)NN3CC(=O)N(c4cccc(Cl)c4)CC3=O)sc2n1 | . | -2 | -7 | 6 | -6

Only NPY2 pot ag (2 entries from above):
SMILES,NPY2 pot ag
COc1ccc(Cn2nnnc2C(c2cc3cc(C)cc(C)c3[nH]c2=O)N2CCOCC2)cc1 (stereo unspecified),-6
Cc1ccc(-n2c(=O)c3c4c(sc3n3c(C)nnc23)COC(C(C)C)C4)cc1 (stereo unspecified),-5

Taken from above.
In Runt-SMMHC FRET, O=C(N/N=C/c1cccnc1)/C(=C\c1cccs1)NC(=O)c1ccccc1 is entered as 7
In Hck-Nef inh, O=C(NCC1CCCO1)C(c1ccccn1)N(Cc1ccccc1Cl)C(=O)CN1C(=O)c2ccccc2S1(=O)=O (stereo unspecified) is entered as 30

Following part.
Runt-SMMHC FRET | RBBP9 inhibitor | p97 inhibitor | Hck-Nef inh | compound | NPY-Y1 antag | Mdm2 ligase inh | NPY1 pot ag | Runt-CBFb FRET | NPY2 pot ag
-2 | -8 | 6 | 6 | O=C(Nc1cnc2ccccc2c1)c1ccncc1 | 2 | -17 | 0 | 3 | -14
3 | -7 | 3 | 0 | C=C(C)c1cccc(C(C)(C)NC(=O)N2CC(C)OC(C)C2)c1 (stereo unspecified) | 3 | 19 | 14 | 1 | 21
0 | -4 | 5 | 11 | Cc1nn(CC(=O)N2c3ccccc3NC(=O)C2(C)C)c(C)c1[N+](=O)[O-] | 4 | -11 | 0 | 0 | 8
3 | 7 | -1 | 1 | COc1ccc(CCNC(=S)Nc2ccccc2C)cc1 | 1 | 20 | 28 | -2 | -1
